From PubChem
TDP1 cell noCPT – qHTS for Inhibitors of human tyrosyl-DNA phosphodiesterase 1 (TDP1): qHTS in cells in absence of CPT. Potency, µM (series often up to 46.2 µM), inactives show at the top dose activity change, negative = growth inhibition, usual class: inhibitors. DT40 Tdp1-/- hTDP1 cells, no CPT, ATP luminescence, 48 h. AID 686978, 2013. actives 15% (n = 420,000); further: nearly all actives have a fitted effect of over 55% in size
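Readout: luminescence from CellTiter-Glo after 30 min in the dark at RT. Cells: DT40 Tdp1-/- with stable hTDP1, 400/well. Exposure: compounds alone, ≥48 hr, 37 °C.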
TDP1 block – blocks human tyrosyl-DNA phosphodiesterase 1 | recombinant TDP1, AlphaScreen DNA substrate cleavage | actives 0.28% (n = 350,000) | AID 485290 | Potency, µM (doses to about 130 µM), without a hit: at the top dose activity change, negative = inhibition, usual class: inhibitors | Q9NUW8; further: nearly all actives have a fitted effect of over 40% in size
Target sequence (Q9NUW8 whole entry, looked up): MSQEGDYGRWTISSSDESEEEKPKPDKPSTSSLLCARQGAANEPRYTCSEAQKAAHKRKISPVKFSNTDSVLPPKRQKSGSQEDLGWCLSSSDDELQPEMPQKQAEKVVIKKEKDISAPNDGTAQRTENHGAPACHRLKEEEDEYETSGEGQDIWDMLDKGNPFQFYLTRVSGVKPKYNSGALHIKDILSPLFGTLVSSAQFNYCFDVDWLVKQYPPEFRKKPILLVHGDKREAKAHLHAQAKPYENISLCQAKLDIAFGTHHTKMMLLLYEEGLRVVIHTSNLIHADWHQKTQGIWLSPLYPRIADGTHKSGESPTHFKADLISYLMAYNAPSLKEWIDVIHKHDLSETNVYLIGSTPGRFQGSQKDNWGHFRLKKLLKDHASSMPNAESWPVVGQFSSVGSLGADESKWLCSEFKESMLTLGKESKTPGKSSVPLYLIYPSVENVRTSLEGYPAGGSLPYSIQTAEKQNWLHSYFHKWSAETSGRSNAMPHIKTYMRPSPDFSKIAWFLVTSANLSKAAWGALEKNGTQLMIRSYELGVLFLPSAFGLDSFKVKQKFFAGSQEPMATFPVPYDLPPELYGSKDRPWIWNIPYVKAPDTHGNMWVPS
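Steps: enzyme plus compound, 15 min RT; add biotin/phosphotyrosine-FITC oligonucleotide (15 nM final), react 5 min; add donor/acceptor beads (10 ug/ml final), 10 min; read AlphaScreen. Tdp1 at 1 nM final.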
N370S GC – N370S glucocerebrosidase modulation, Gaucher chaperone candidate. N370S GC spleen homogenate, 4MU-glucoside fluorescence. Potency, µM (titrated, usually from 59.4 µM), inactives show top-dose activity change, negative = inhibition, actives largely listed as inhibitors. actives 0.092% (n = 330,000);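 further: 0% = full enzyme activity and -100% = no enzyme basal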
Starred values were filed as active, the others as inactive; ? = inconclusive; nt = no result given; [ ] = dose if it differs, or a comment. The call rests on the fitted dose curve; in most records, active means well fitted curve in the direction sought with a large enough effect; inconclusive means small, poorly fitted or top-dose-only effect, or another doubt; inactive means no such curve, though single readings can be large; an effect the other way counts as inactive or inconclusive. Unless noted, on the % scale 0 is the no-effect control and ±100 the full control effect; potency means the concentration at half of the fitted maximal effect.

Molecule,TDP1 cell noCPT,TDP1 block,N370S GC
CCC(C)[C@H](NC(=O)C1CC(=O)N(c2ccc(OC)cc2)C1)C(=O)N1CCCCC1 (stereo not given in full),17%,3%,-7%
Cc1cc(NC(=O)CSc2nnc(NCc3ccccc3)s2)no1,8%,nt,-7%
COc1cccc(NCc2nnc(SCC(=O)NC3CCS(=O)(=O)C3)n2C2CCCCC2)c1 (stereo not given),-16%,3%,-17%
Cc1cccc2cc(CN(CC3CCCO3)S(=O)(=O)c3ccccc3)c(=O)[nH]c12 (stereo not given),?,1%,23%
O=C(NCc1ccc(F)cc1)C1CCCN1C(=O)Nc1ccc(Cl)cc1 (stereo not given),-6%,nt,-1%
CC(C(=O)Nc1ccc(Cl)cc1)N1C(=O)NC2(CCCC2)C1=O (stereo not given),21µM*,0%,-7%
CC(C)S(=O)(=O)c1cnc(-c2ccccn2)nc1N,-15%,0%,2%
COc1ccc(OC)c(NC(=O)c2nnn(CC(=O)Nc3ccc4c(c3)OCO4)c2N)c1,?,nt,-5%
CCSc1nnc(Cc2cc(=O)[nH]c(=O)[nH]2)n1-c1cc(C)ccc1C,0%,9%,8%
CCOC(=O)N/N=C1/C[C@@H](O)[C@@H](O)[C@@H]2[C@@H]3C(=O)N(Cc4ccc5c(c4)OCO5)C(=O)[C@H]3CC[C@@H]12,nt,7%[21 µM],6%[12.8 µM]
CCN1C(=O)/C(=C\c2cn(CCC#N)nc2-c2ccc(F)cc2)SC1=S,-29%,8%,4%
CCCCc1c(O)nc(N2CCN(Cc3ccccc3)CC2)[nH]c1=O,-14%,-3%,2%
CCOC(=O)c1ccc(NC(=O)c2nc[nH]c2C(=O)N2CCN(C(=O)OC(C)(C)C)CC2)cc1,nt,5%,-6%
CC(=O)Nc1ccc(S(=O)(=O)N(C)CC(=O)NC2CCCCCCC2)cc1,?,1%,nt
Cc1ccc(C(C)(C)C)c(OCCCCN2CCCC2)c1,29µM*,4%,-5%
CC(C)NC(=O)c1cccc(C(F)(F)F)c1,-9%,-3%,-8%
COc1ccc(S(=O)(=O)NCc2ccc3c(c2)OCO3)cc1OC,0%,nt,-12%
CCOc1ncccc1C(=O)OCC(=O)NCCc1ccc(OC)cc1,-27%,1%,3%
COC(=O)c1cc(=O)n2c(-c3ccc(OC)cc3)csc2n1,4%,3%,-17%
Cc1cc(Cl)cc2sc(NC(=O)C3CC3)nc12,-19%,nt,-2%
CCc1ccc2nc(N(Cc3cccnc3)C(=O)c3cccs3)sc2c1,?,3%,nt
CS(=O)(=O)N1CCC(C(=O)Nc2ccccc2)CC1,0%,2%,-3%
COc1cc(/C=N/NC(=O)CCOc2ccccc2C)cc(Br)c1O,-5%,5%,3%
O=C(CN1C(=O)NC2(CCCCCC2)C1=O)NCCc1ccc(F)cc1,12%,1%,nt
O=C(NCCCN1CCOCC1)c1c(O)c2ccccc2[nH]c1=O,-18%,6%,-5%
Cc1ccccc1C(=O)N1CCC(C(=O)OCc2nc(N)nc(Nc3ccccc3)n2)CC1,?,3%,nt
CCN1CCN(c2oc(-c3ccc(COc4ccccc4C)o3)nc2C#N)CC1,?,12%,nt
Cc1ccc(S(=O)(=O)Nc2ccc(N3CCN(C)CC3)nc2)cc1,-11%,5%,-2%
C=C(C)COc1ccc2c(C)c(CC(=O)N3C[C@H]4C[C@@H](C3)c3cccc(=O)n3C4)c(=O)oc2c1C,18µM*,nt,14%
C=CCOc1ccc(/C=C/C(=O)OCC(=O)NCCCc2ccccc2)cc1,-15%,1%[0.505 µM],-16%
CN(C)/C=C(\C#N)S(=O)(=O)c1ccc(Cl)cc1,9%,nt,0%
Cc1ccc(CNC(=O)CCCn2c(=O)c3ccccc3n(CC(=O)C(C)(C)C)c2=O)cc1,?,2%,nt
COc1ccc(-c2cccc(C(=O)Nc3cccc(C(=O)O)c3)c2)cc1,1%,0%,4%
Cc1ccc(N(Cc2cc3ccccc3[nH]c2=O)C(=O)c2cccs2)cc1,15µM*,3%,8%
Cc1cc(C)n(-c2nc(-c3ccccc3)cs2)n1,-12%,-2%,3%
CCCCn1c(N)c(N(CC(C)C)C(=O)c2ccc(F)c(S(=O)(=O)N3CCOCC3)c2)c(=O)[nH]c1=O,1%,nt,-1%
Fc1ccccc1N1CC(c2ccccc2)C(c2cccs2)=N1 (stereo not given),?,nt,?
N=C1/C(=C\c2ccc(-c3cccc(C(=O)O)c3)o2)C(=O)N=C2SC=C(c3ccccc3)N12,?,50µM*,-15%
O=C(CN1CCN(S(=O)(=O)N2CCCCC2)CC1)Nc1cc(Cl)cc(Cl)c1,?,-6%,-4%
COC(=O)c1sccc1NC(=O)c1ccc(OC)cc1OC,?,3%,-2%
CCCCN1C(=O)C(=O)c2cc(Cl)ccc21,0.82µM*,5%,nt
CCN(CC)CCCNC(=O)c1ccc(Cn2c(=O)[nH]c3cc(OC)c(OC)cc3c2=O)cc1,-13%,3%,nt
Cc1ccc(-n2nc(CO)c(C(=O)NCc3cccs3)n2)cc1,1%,2%,nt
COc1ccc(CCNC(=O)CSc2nccc(=O)[nH]2)cc1OC,0%,5%,7%
CC1SCC(=NOCc2c(Cl)cccc2Cl)CS1 (stereo not given),-10%,1%,3%
COc1ccccc1NC(=O)COC(=O)c1[nH]c(=O)[nH]c(=O)c1N,7%,1%,nt
COc1cc2[nH]c3c(=O)n(N)c(=O)[nH]c3c2cc1OC,-19%,nt,-2%
COC(=O)c1ccccc1NC(=O)Cn1c(=O)n(Cc2ccccc2)c(=O)c2c(C)c(C)sc21,-10%,5%,2%
N#Cc1cccc(S(=O)(=O)NCC(=O)NCCCc2ccccc2)c1,-16%,5%,3%
Nc1ccc(Oc2ccc(F)cc2)nc1,12%,nt,-1%

Six entries picked at random from those above:
Molecule,TDP1 cell noCPT,TDP1 block,N370S GC
C=C(C)COc1ccc2c(C)c(CC(=O)N3C[C@H]4C[C@@H](C3)c3cccc(=O)n3C4)c(=O)oc2c1C,18µM*,nt,14%
CCN1CCN(c2oc(-c3ccc(COc4ccccc4C)o3)nc2C#N)CC1,?,12%,nt
N#Cc1cccc(S(=O)(=O)NCC(=O)NCCCc2ccccc2)c1,-16%,5%,3%
Cc1ccc(N(Cc2cc3ccccc3[nH]c2=O)C(=O)c2cccs2)cc1,15µM*,3%,8%
Cc1ccc(CNC(=O)CCCn2c(=O)c3ccccc3n(CC(=O)C(C)(C)C)c2=O)cc1,?,2%,nt
Fc1ccccc1N1CC(c2ccccc2)C(c2cccs2)=N1 (stereo not given),?,nt,?

Some values from the results shown.
In TDP1 block, Cc1ccccc1C(=O)N1CCC(C(=O)OCc2nc(N)nc(Nc3ccccc3)n2)CC1 has the entry 3%
In N370S GC, CN(C)/C=C(\C#N)S(=O)(=O)c1ccc(Cl)cc1 has the entry 0%

(more compounds)
Molecule,TDP1 cell noCPT,TDP1 block,N370S GC
COC(=O)c1ccc(C2CC(=O)Nc3c2c(C)nn3-c2nc(C)cc(C)n2)cc1 (stereo not given),-25%,-1%,nt
Cc1c(C(=O)N2c3ccccc3Sc3ccccc32)cccc1[N+](=O)[O-],26µM*,1%,6%
Cc1ccccc1S(=O)(=O)N(CC(O)CN1C(=O)NC(C)(C)C1=O)c1ccccc1 (stereo not given),-12%,7%,-20%
CCN1CCN(CC(=O)Nc2sc3c(c2C#N)CCC(C)C3)CC1 (stereo not given),18µM*,4%,-23%
Cc1cccc(N=Cc2c(O)cc(C)oc2=O)c1,-15%,5%,20%
O=C(Nc1cccc(NC(=O)c2ccc(Br)o2)c1)c1ccccc1,?,0%,15%
CC[C@]1(c2cccc(C)c2)C(=O)N(C(=O)OC)N1C(=O)OC,13µM*,nt,1%
Cc1cccn2cc(CCNC(=O)c3ccco3)nc12,-18%,8%,-4%
CC(C)(C)c1ccc(Oc2ccc(NC(=O)CCCC(=O)O)cn2)cc1,-7%,3%,18%
O=C(O)CCSc1nnc(-c2ccc(Cl)cc2Cl)o1,?,5%,nt
CSCC(O)Cn1ncc2ccccc2c1=O (stereo not given),0%,6%,0%
Cc1ccc(S(=O)(=O)NNC(=O)c2sc(=S)n(C)c2C)cc1,-7%,3%,4%
NS(=O)(=O)c1ccc(NC(=O)/C=C/c2cn(-c3ccccc3)nc2-c2cccc(Cl)c2)cc1,29µM*,3%,4%
Cc1cccc(OCCCCNCc2ccccc2)c1,?,-5%,-14%
c1ccc(Oc2ncnc3oc(-c4ccccc4)cc23)cc1,-6%,3%,0%
O=C1CCCc2c1nc(-c1ccco1)n2O,-11%,-3%,-10%
Cc1cc(C)n2nc(NCc3ccccc3Cl)nc2n1,-3%,-1%,nt
Cc1ccc(S(=O)(=O)N2CCCOC2CNC(=O)C(=O)NCc2ccccc2C)cc1 (stereo not given),-9%,4%,0%
C=CCNC(=O)/C(C#N)=C/c1c(N(Cc2ccccc2)Cc2ccccc2)nc2ccccn2c1=O,?,4%,?
CCOC(=O)c1cccc(NS(=O)(=O)c2cn(C)c(C)n2)c1,-23%,1%,nt
CC(C)Oc1ccc2nnnn2n1,-16%,-6%,2%
CC(=O)Oc1ccc(C(=O)c2ccccc2)c(OC(C)=O)c1,-3%,5%,-8%
CCCCN1CC(=O)N2[C@H]3c4cc(Cl)ccc4OC[C@@H]3[C@H](C(=O)OCC)[C@]2(C)C1=O,3%,1%,nt
CCn1cnc2c1c(=O)n(CC(=O)N1CCc3ccccc31)c(=O)n2Cc1ccccc1,-29%,4%,4%
COc1ccc(NC(=O)COC(=O)c2ncc(Cl)c(Cl)c2Cl)c(OC)c1,1%,-3%,6%

Filtered by structure, the entries above with bromine
Molecule,TDP1 cell noCPT,TDP1 block,N370S GC
COc1cc(/C=N/NC(=O)CCOc2ccccc2C)cc(Br)c1O,-5%,5%,3%
O=C(Nc1cccc(NC(=O)c2ccc(Br)o2)c1)c1ccccc1,?,0%,15%

Following part.
Molecule,TDP1 cell noCPT,TDP1 block,N370S GC
CCCCN(C(=O)c1cccs1)C1CCS(=O)(=O)C1 (stereo not given),-7%,-5%[0.505 µM],-4%
Cc1cc(OCC(=O)NCc2ccccn2)c2c(C)cc(=O)oc2c1,0%,0%,-1%
Cc1ccc(C)c(NC(=O)N2CCN(C)c3ncccc32)c1,?,6%,nt
CNNC(=S)NCCC1=CCCCC1,2%,3%,20%
CCOC(=O)C1(CCOC)CCN(C2C3CC4CC(C3)CC2C4)CC1 (stereo not given),-21%,nt,-5%
CC(=O)Nc1ccc(SCC(=O)c2c(N)n(Cc3ccccc3)c(=O)n(C)c2=O)cc1,8.2µM*,0%,-4%
CC1(C)N=c2ccc([N+](=O)[O-])c(N)c2=[N+]1[O-],21µM*,nt,-15%
Cc1nc2nc(C)c(NS(=O)(=O)c3cccs3)c(=O)n2[nH]1,-7%,8%,-8%
CCOC(=O)N1CCN(c2cc(=O)n(-c3ccc(OC)cc3)c(=O)[nH]2)CC1,-1%,-2%,-14%
N#Cc1ccccc1NC(=O)COC(=O)c1ccc(F)cc1F,-3%,nt,-3%
O=C(CSc1nnc(CNC(=O)c2ccccc2)o1)NCc1ccc(F)cc1,-11%,4%[56.1 µM],-8%
CCOc1ccccc1Oc1coc2cc(OC)ccc2c1=O,-8%,-6%,-2%
CCOc1ccc(N2C(=O)CC(SC(=NC)Nc3ccc4c(c3)OCO4)C2=O)cc1 (stereo not given),?,1%,-18%
Cc1nc2ccsc2c(=O)n1-c1ccc(Cl)cc1,-5%,-3%,10%
COc1cccc(COCCN2CCN(S(=O)(=O)c3ccccc3)CCC2=O)c1,nt,9%,-1%
Cc1coc2c1c(C)cc1oc(=O)c(CC(=O)NCC(=O)O)c(C)c12,-9%,nt,?
Cc1csc2nc(COC(=O)c3ccc(NC(=O)c4ccccc4Br)cc3)cc(=O)n12,18µM*,-4%,nt
CCCC(=O)Nc1ccc(Cl)c(NC(=O)C(C)(C)C)c1,-4%,3%,-16%
Cc1ccccc1N(C(=O)c1csnn1)C(C(=O)NC1CCCCC1)c1ccncc1 (stereo not given),-20%,3%,-16%

One compound at a time, as listed above. Order of screens: TDP1 cell noCPT | TDP1 block | N370S GC
CCOc1ccc(N2C(=O)CC(SC(=NC)Nc3ccc4c(c3)OCO4)C2=O)cc1 (stereo not given) is entered as ? | 1% | -18%
CCOc1ccccc1Oc1coc2cc(OC)ccc2c1=O is entered as -8% | -6% | -2%

Only part of the results is shown; the hit share may differ from the screen's.
